# Screens deposited in PubChem by NMMLSC.
# Myeloid diff MLP – compounds promoting myeloid differentiation. ER-HoxA9 myeloid progenitors, lysozyme-GFP differentiation, flow cytometry. calls only at 10 µM. hit rate 1% among 360,000. AID 624256;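 active means normalized GFP-positive differentiation at or above the plate's own cutoff, the solvent-only control mean plus 3 SD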;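 further: cells exposed to compound for four days before flow analysis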
# Myeloid diff MLP GFP+ MAC1+ % – also measured in Myeloid diff MLP; calls as there; GFP+ MAC1+ double positive, %; measured here: differentiation confirmed by MAC1 staining
# Starred values were filed as active, the others as inactive; i = inactive; + = active, no number. Some of the compounds tested; count on the stated rates, not on these rows.
# Results follow in this order: Myeloid diff MLP	Myeloid diff MLP GFP+ MAC1+ %
> COc1ccc(CNC(=O)C2(CC3CC(c4ccccc4)=NO3)CCN(C(=O)CCCCCBr)CC2)cc1 (configuration not stated)
→ i	1.8
> O=C1NC[C@@H](CCCCN2CCN(CCc3ccc(O)cc3)C(=O)C2=O)N(CCC2CCCCC2)C1=O
→ i	0.7
> Cc1cc(OCC(=O)OCC(=O)NCCN2C(=O)CSC2=O)ccc1Cl
→ i	0.1
> CC1CCN(S(=O)(=O)c2ccc(NC(=O)CCN3C(=O)C4CC=CCC4C3=O)cc2)CC1 (configuration not stated)
→ i	0.2
> O=C(CCN1CCN(c2ccccc2)CC1)NNC(=O)c1ccccc1
→ i	2.4
> C[C@H]1CN([C@@H](C)CO)C(=O)c2cc(Br)cnc2O[C@@H]1CN(C)S(=O)(=O)c1ccccc1
→ i	0.5
> COCCCN1C(=O)C(CC(=O)NCc2ccco2)CC(C(=O)N2CCOCC2)=C1C (configuration not stated)
→ i	1.8
> O=C1CCc2cc(S(=O)(=O)Nc3ccccc3F)ccc2N1
→ i	1.0
> CN(CC(=O)Nc1ccc(F)cc1)CC(=O)N1CCc2ccccc21
→ i	0.7
> COC(=O)[C@]12CCCCC=C1N(Cc1cccc3ccccc13)C(=O)[C@H](CC(=O)NCc1cccc3ccccc13)C2
→ i	1.3
> O=C(Nc1ccc(C(=O)N2CCC(O)(c3ccc(Cl)c(C(F)(F)F)c3)CC2)cc1)c1ccc(Br)o1
→ i	1.4
> C=CCNc1nc(NCc2cccc(OC)c2)c2sc(-c3ccccc3)cc2n1
→ i	1.3
> Cc1ccc(N2CC(C(=O)Nc3cc(C(F)(F)F)ccc3N3CCCC3)CC2=O)cc1 (configuration not stated)
→ i	0.8
> Cc1cc2c(cc1C)-n1nnnc1C(N1CCN(c3ccccc3F)CC1)C(=O)N2 (configuration not stated)
→ i	1.7
> CC1(C(=O)NCc2ccccc2)CN(S(C)(=O)=O)CC(=O)N1Cc1cccs1 (configuration not stated)
→ i	3.5
> O=C(/C=C/c1ccc([N+](=O)[O-])cc1)OCC(=O)N1CCCC1
→ i	1.3
> Cc1cc(NC(=O)CS(=O)c2cn(Cc3cccc(Cl)c3)c3ccccc23)no1 (configuration not stated)
→ i	1.3
> O=C(CSc1ncnc2sccc12)NC1CCS(=O)(=O)C1 (configuration not stated)
→ i	0.5
> C/C(=N/Nc1ccnc2cc(Cl)ccc12)c1ccc(O)cc1
→ i	1.0
> C#CCOCCOCCOCCNc1nc(N2CCN(C(=O)[C@H](C(C)C)n3cc(CCO)nn3)CC2)nc(N2CCN(C(=O)[C@H](Cc3ccc(O)cc3)n3cc(CCO)nn3)CC2)n1
→ i	1.1
> CC(C(=O)Nc1ccc2c(c1)OCO2)n1cnc2c1c(=O)n(C)c(=O)n2C (configuration not stated)
→ i	0.7
> COc1ccccc1NC(=O)NNC(=O)c1ccncc1
→ i	1.1
> COc1ccc(CN2CCN(C(=O)c3ccc4c(c3)CCC4)CC2)cc1OC
→ i	0.8
> CN(C(=O)CSc1nnc(Cc2ccccc2F)n1N)C1CCCCC1
→ i	1.0
> O=C(CCS(=O)(=O)c1ccc(F)cc1)Nc1nnc(-c2ccco2)o1
→ i	1.4
> Cc1cccc(C)c1NC(=O)C1(C)CN(S(C)(=O)=O)CC(=O)N1Cc1ccc2c(c1)OCO2 (configuration not stated)
→ i	1.6
> C[C@H]1CN([C@@H](C)CO)S(=O)(=O)c2ccc(Br)cc2O[C@H]1CN(C)C(=O)c1cnccn1
→ i	0.4
> COc1ccccc1CNC(=O)CSc1nc(=O)n(Cc2ccncc2)c2c1CCC2
→ i	0.9
> COC(=O)c1ccc2nc(C(C)(C)C)c(Cc3ccc(OC)cc3C)n2c1
→ i	1.1
> CCN(C(=O)COC(=O)c1cc(S(=O)(=O)N2CCOCC2)ccc1F)C1CCS(=O)(=O)C1 (configuration not stated)
→ i	1.1
> CC1(C(=O)O)CCCN1C(=O)c1ccc(Cl)cc1Cl (configuration not stated)
→ i	0.6
> O=C(O)C(Cc1ccc(O)c([N+](=O)[O-])c1)N1C(=O)c2ccccc2C1=O (configuration not stated)
→ i	0.4
> COc1cc(NC(=O)CCC(=O)N2CCN(S(=O)(=O)c3ccc(C)cc3)CC2)cc(OC)c1
→ i	1.4
> O=C(NCc1cccc(Br)c1)C1CC2Cn3c(nc4ccccc43)C2N1Cc1ccccc1 (configuration not stated)
→ i	1.1
> O=C(NCCCN1CCCC1=O)C1CCN(S(=O)(=O)c2cccc(C(F)(F)F)c2)CC1
→ i	0.7
> CC1(c2nnc(Cc3ccccc3)o2)CC(c2ccccc2)=NO1 (configuration not stated)
→ i	0.6
> CCc1ccccc1NC(=O)CN1CCN(C(=O)c2cc(C3CC3)nn2-c2ccccc2)CC1
→ i	1.2
> CC1CCCCC1NC(=O)CN1CCN(S(=O)(=O)c2ccc(Br)s2)CC1 (configuration not stated)
→ i	0.5
> COC(=O)C1=C(C)N(Cc2ccccc2)C(=NCCc2c[nH]c3ccccc23)N[C@H]1c1cccc(C(F)(F)F)c1
→ i	1.9
> CCCNC(=O)C1(C)CCCN(Cc2c3ccccc3nn2C)C1 (configuration not stated)
→ i	0.6
> O=C1CN(C(=O)COC(=O)CCc2ccccc2O)c2ccccc2N1
→ i	0.3
> CC(C)C[C@@H](CNCC(=O)[C@H](CC(C)C)NC(=O)c1[nH]cnc1C(=O)N[C@@H](C)CN)NC(=O)c1nc[nH]c1C(=O)N[C@@H](Cc1ccccc1)C(=O)O
→ i	0.6
> COC(=O)c1ccccc1-c1c2ccc(=N)cc-2oc2cc(N)ccc12
→ +	4.5*
> COc1ccc(NC(=O)Nc2cccc3c2O[C@H](CN(C)C(=O)NC2CCCCC2)[C@@H](C)CN([C@H](C)CO)C3=O)cc1
→ i	0.2
> COc1ccccc1-c1n[nH]nc1C1=CC(=O)C[C@H](c2ccc(F)cc2)C1
→ i	0.5
> O=C(COC(=O)c1ccccc1NCCO)NCc1cccs1
→ i	0.4
> CCOc1ccccc1N1CC(C(=O)N(CC)CC(=O)Nc2ccc3c(c2)OCCO3)CC1=O (configuration not stated)
→ i	1.4
> Cn1c(=O)c2c(ncn2CC(=O)OCC(=O)c2ccc(OC(F)F)cc2OC(F)F)n(C)c1=O
→ i	0.9
> COC(=O)c1ccc(/C=C/C(=O)OCC(=O)Nc2cc(C)on2)cc1
→ i	0.4
> CCc1nnc(NC(=O)c2cc(-c3ccc(C)o3)nc3ccccc23)s1
→ i	1.4
> OC(c1cc(C(F)(F)F)nc2c(C(F)(F)F)cccc12)C1CCCCN1 (configuration not stated)
→ i	7.0
> COc1ccc(CCN2CC(C(=O)OCC(=O)N(C)Cc3ccccc3)CC2=O)cc1OC (configuration not stated)
→ i	1.2
> CN(C)S(=O)(=O)c1ccc(C(=O)Nc2ccccc2C(=O)NCCCN2CCOCC2)cc1
→ i	0.8
> CN(c1ccccc1)S(=O)(=O)c1cccc(NC(=O)COc2cccc([N+](=O)[O-])c2)c1
→ i	0.4
> O=C(NCC(=O)N1CCN(S(=O)(=O)c2c(F)cccc2F)CC1)c1ccccc1F
→ i	0.9
> CC1(C(=O)NS(=O)(=O)c2ccc(Cl)cc2)CCN1C(=O)C1(c2ccc(Cl)cc2)CC1 (configuration not stated)
→ i	0.0
> COc1ccccc1-c1cccc([C@@H]2C[C@H]3[C@H](CON3C)CN2Cc2ccccc2)c1
→ i	0.3
> CCN(CC(=O)NCc1cccs1)S(=O)(=O)c1ccc(F)c(F)c1F
→ i	0.5
> O=C(Nc1cccc(Cl)c1)c1csc([C@H]2C[C@H](O)[C@@H](CO)O2)n1
→ i	1.6
> COC(=O)c1ccc2c(=O)[nH]c(COC(=O)c3c(-c4ccccc4Cl)noc3C)nc2c1
→ i	1.0

# Some of the entries above, set out differently.
SMILES,Myeloid diff MLP,Myeloid diff MLP GFP+ MAC1+ %
C[C@H]1CN([C@@H](C)CO)C(=O)c2cc(Br)cnc2O[C@@H]1CN(C)S(=O)(=O)c1ccccc1,i,0.5
COCCCN1C(=O)C(CC(=O)NCc2ccco2)CC(C(=O)N2CCOCC2)=C1C (configuration not stated),i,1.8

# (listing goes on)
# Results follow in this order: Myeloid diff MLP	Myeloid diff MLP GFP+ MAC1+ %
> CN1CCN(C2CN(CCc3ccccc3)S(=O)(=O)C2)CC1 (configuration not stated)
→ i	1.3
> CCOc1ccc(CCN2C(=S)N([C@@H](Cc3ccc(O)cc3)CN3CCC[C@@H]3CN3C(=S)NC[C@@H]3CC(C)C)C[C@@H]2Cc2ccccc2)cc1
→ i	1.3
> C=CCn1c(C)cc(C(=O)COC(=O)c2cncc(Br)c2)c1C
→ i	0.7
> Cc1ccc(-c2ccc3c(c2)O[C@H](CN(C)C(=O)Nc2ccc(C(F)(F)F)cc2)[C@H](C)CN([C@H](C)CO)S3(=O)=O)cc1
→ i	1.1
> CC1CCc2sc(C(=O)NCC(c3ccco3)N3CCCCC3)cc2C1 (configuration not stated)
→ i	0.5
> Cc1cccc(-c2ocnc2C(=O)Nc2ncc(C)s2)c1
→ i	0.2
> COc1ccc(CNC(=O)Nc2nc(C(N)Cc3ccc(F)cc3)cs2)cc1 (configuration not stated)
→ i	2.1
> O=C(COc1coc(CN2CCN(c3ccccc3)CC2)cc1=O)N1CCc2ccccc21
→ i	0.7
> CCOC(=O)C1=C(CC)Nc2ccccc2N/C1=N\S(=O)(=O)c1ccccc1OC
→ i	0.7
> Cc1ccc(CSCC(=O)N(C)CC(=O)Nc2ccc(Cl)c(Cl)c2)cc1
→ i	1.2
> CC1(C(=O)NCc2ccccc2)CSCC(=O)N1Cc1cccs1 (configuration not stated)
→ i	1.2
> CCc1nc2ccccc2c(C(=O)OCC(=O)NC2CCCC2)c1C
→ i	1.1
> CCOC(=O)C1CCN(C(=O)c2cccc(S(=O)(=O)NCc3ccccc3)c2)CC1
→ i	0.5
> O=C(CSc1cc(Cl)ccc1Cl)NC1CC1
→ i	0.6
> O=C(NCC(c1ccco1)N1CCCCC1)c1cccnc1 (configuration not stated)
→ i	0.1
> O=c1[nH]c(=S)[nH]c2scc(-c3ccc(Br)cc3)c12
→ i	0.5
> C[C@H](CO)N1C[C@H](C)[C@@H](CN(C)S(=O)(=O)c2cccs2)Oc2c(NC(=O)C3CC3)cccc2C1=O
→ i	1.8
> CCn1c(=S)sc2nc(C)sc21
→ i	1.1
> COc1ccc(C(C)(O)c2nc(-c3ccc4ccccc4c3)cs2)cc1 (configuration not stated)
→ i	0.7
> Cc1ccc(-c2cc(C(=O)Nc3c(C)n(C)n(-c4ccccc4)c3=O)c3ccccc3n2)cc1
→ i	0.9

# The last seven compounds of the part before lead into the next:
# Results follow in this order: Myeloid diff MLP	Myeloid diff MLP GFP+ MAC1+ %
> O=C(CSc1cc(Cl)ccc1Cl)NC1CC1
→ i	0.6
> O=C(NCC(c1ccco1)N1CCCCC1)c1cccnc1 (configuration not stated)
→ i	0.1
> O=c1[nH]c(=S)[nH]c2scc(-c3ccc(Br)cc3)c12
→ i	0.5
> C[C@H](CO)N1C[C@H](C)[C@@H](CN(C)S(=O)(=O)c2cccs2)Oc2c(NC(=O)C3CC3)cccc2C1=O
→ i	1.8
> CCn1c(=S)sc2nc(C)sc21
→ i	1.1
> COc1ccc(C(C)(O)c2nc(-c3ccc4ccccc4c3)cs2)cc1 (configuration not stated)
→ i	0.7
> Cc1ccc(-c2cc(C(=O)Nc3c(C)n(C)n(-c4ccccc4)c3=O)c3ccccc3n2)cc1
→ i	0.9
> COc1ccc(/C=C/C(=O)OCC(=O)NC(C)CCc2ccccc2)cc1 (configuration not stated)
→ i	0.4
> C[C@H](CO)N1C[C@H](C)[C@@H](CN(C)S(=O)(=O)c2ccc(F)cc2)OCc2cn(nn2)CCCC1=O
→ i	1.8
> CSc1ccccc1NC(=O)CN(C)C(=O)C1CCN(C(=O)Nc2ccccc2)CC1
→ i	0.4
> COC(=O)[C@]12CCCCC=C1N(CCC1=CCCCC1)C(=O)[C@H](CC(=O)NCC13CC4CC(CC(C4)C1)C3)C2
→ i	0.5
> CC(C)Nc1ncnc2c1ncn2[C@H]1CN(CCN2CCOCC2)C[C@@H](CO)O1
→ i	1.3
> O=C(N[C@@H](Cc1ccccc1)C(=O)OCc1ccccc1)c1nc[nH]c1C(=O)NC1CCNCC1
→ i	2.1
> COCc1c(C(=O)N(C)Cc2ccccc2N2CCCC2)oc2ccccc12
→ i	1.5
> Cc1ccc(C(=O)CCC(=O)NCc2ccc(Cl)cc2)cc1
→ i	0.9
> CCOc1ccc(-n2c(SCC(=O)NCc3ccco3)nc3c([nH]c4ccccc43)c2=O)cc1
→ i	14
> CC(C)n1c(=O)c2ccccc2n1Cc1cn(-c2ccccc2)nn1
→ i	0.7
> CCc1nc2ccc(C(=O)NCCN3CCNC3=O)cn2c1N(C)CCC(C)C
→ i	2.0
> CN1CCN(S(=O)(=O)c2ccc(Nc3ccc(F)cc3)c([N+](=O)[O-])c2)CC1
→ i	1.9
> O=C(Cn1nc(-c2cccc(Cl)c2)ccc1=O)NCC1COCCO1 (configuration not stated)
→ i	0.6
> O=C(NNC(=O)c1cc(-c2ccncc2)nc2ccccc12)c1cccc(Cl)c1
→ i	0.6
> O=C1NC(Cc2ccccc2)c2nc3cc(Cl)ccc3c(=O)n2-c2ncccc21 (configuration not stated)
→ i	1.2
> CC(C)C(C)N(Cc1cccc(C(=O)O)c1)C(=O)c1ccc2ccccc2n1 (configuration not stated)
→ i	0.2
> Cc1c(NC(=O)c2cccc(NC(=O)Cc3ccc(Cl)cc3)c2)c(=O)n(-c2ccccc2)n1C
→ i	1.4
> CC(=O)N1C(=O)C2(NCC(C)N2)c2ccccc21 (configuration not stated)
→ i	0.6
> CC(=O)N1C[C@H]2CON(C)[C@H]2C[C@H]1c1cccc(-c2cc(Cl)cc(Cl)c2)c1
→ i	0.6
> COc1ccc(Br)c(C(=O)N(C)CC(=O)Nc2ccc(N3CCOCC3)cc2)c1
→ i	0.8
> C[C@H](CO)N1C[C@H](C)[C@@H](CN(C)S(=O)(=O)c2ccccc2F)OCc2cnnn2CCCC1=O
→ i	1.1
